Compound activity (PubChem BioAssay)
BAZ2B block = inhibitors of human BAZ2B bromodomain. Q9UIF8. AlphaScreen BAZ2B-H3K14Ac peptide displacement. Potency, µM (series often up to 114 µM), inactives show top-dose activity change, negative = inhibition, most hits filed as inhibitors. actives 4.4% (n = 360,000). AID 504333; note: potency is the fitted concentration of half-maximal effect; % is set by controls: 0 for no effect and ±100 for the full control effect; nearly all actives have a fitted effect of over 60% in size
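AlphaScreen displacement of biotin-H3(5-23)K14Ac peptide (50 nM final) from BAZ2B (50 nM final) in PBS pH 7.4, 0.01% Tween-20; complex preformed 30 min RT, then compounds (top 110 uM) 30 min RT, beads 20 min dark.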
ERG Ets-DNA blk = ERG Ets/DNA interaction inhibition. actives 0.028% (n = 370,000). P11308. fluorescence polarization, His-ERG Ets domain / labelled DNA. Potency, µM (series often up to 76.9 µM), for inactives: at the highest dose FP activity, negative = inhibition, actives largely listed as inhibitors; active = well fitted inhibition curve with a large enough effect in the polarisation, with a control signal flat; inconclusive = small, poorly fitted or top-dose-only effect, or effect the other way, or a change in a side signal; inactive = no such curve, though single readings can be large or run the other way; the % refers to the polarisation;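 note: polarization taken with two DNA probes labelled with fluorescein and Texas red; potency is the fitted concentration of half-maximal effect; % of control where 0% means no effect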
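His-tagged ERG Ets domain (1 uM in the protein solution; 300mM KCl, 50mM Tris-HCl, 1mM EDTA, 1mM DTT, pH 7.5) received compound, then a probe mix of 5 nM fluorescein-DNA and 100nM Texas-615-DNA. Fluorescence polarization was read for both dyes.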
PI4K2A inh = inhibitors of human PI4K2A. purified PI4K2A, ADP-Glo luminescence, 1 h; active compounds read low. AID 1346378. Q9BTU6. activity change, negative = inhibition, % at 76.9 µM. actives 0.13% (n = 420,000); in the data active = activity change below about -50%; inconclusive = mostly about -30% to -49%;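 note: -100% = wells without enzyme as full effect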
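ADP-Glo luminescence measured ADP generated by PI4K2A enzyme (4 ug/mL before mixing) with 1.2 mM PI substrate (pre-mix) and 300 microM ATP (pre-mix). Tris pH7.5 buffer with MgCl2, Triton X-100; 1 h reaction at ambient temperature.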
JMJD2A Tudor = inhibitors of human JMJD2A Tudor domain; AlphaScreen JMJD2A-Tudor / H3K4me3 peptide binding; Potency, µM (top dose mostly 114 µM), without a hit: at the top dose activity change, negative = inhibition, actives largely listed as inhibitors; AID 504339; actives 4.4% (n = 390,000); note: potency is the fitted concentration of half-maximal effect; % is set by controls: 0 for no effect and ±100 for the full control effect; nearly all actives have a fitted effect of over 50% in size
G9a inh = G9a (human) methyltransferase inhibition; AID 504332; Q96KQ7; actives 8.8% (n = 350,000); G9a H3K9 monomethylation, AlphaScreen, 2 h; Potency, µM (titrated, usually from 102 µM), for the others: top-dose activity, negative = inhibition, most hits filed as inhibitors; note: potency is the fitted concentration of half-maximal effect; % is set by controls: 0 for no effect and ±100 for the full control effect; nearly all actives have a fitted effect of over 75% in size
Target sequence (Q96KQ7 913-1193 limits assumed): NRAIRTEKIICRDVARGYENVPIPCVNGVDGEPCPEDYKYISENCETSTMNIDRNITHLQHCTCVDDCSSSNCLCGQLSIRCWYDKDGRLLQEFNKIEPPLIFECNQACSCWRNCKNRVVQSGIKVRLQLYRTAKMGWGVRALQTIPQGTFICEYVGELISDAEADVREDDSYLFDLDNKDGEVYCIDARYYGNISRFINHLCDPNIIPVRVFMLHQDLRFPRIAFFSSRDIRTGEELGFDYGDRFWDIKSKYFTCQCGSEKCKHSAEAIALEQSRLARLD
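Chemiluminescent proximity detection of H3K9 monomethylation, read after 10 min bead incubation in the dark. Reaction: 20 nM G9a, 500 nM biotin-H3K9 peptide, 20 uM SAM cofactor, 2 h, room temperature, following 15 min enzyme-compound preincubation.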
GLS inhibitor = glutaminase GLS (human) inhibition. Potency, µM (top dose mostly 45.5 µM), inactives show at the top dose activity change, negative = inhibition, hits mostly inhibitors. GLS enzymatic activity, qHTS titration. O94925. actives 0.21% (n = 410,000); note: potency is the fitted concentration of half-maximal effect; % is set by controls: 0 for no effect and ±100 for the full control effect
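Coupled fluorescence readout: glutamate oxidase/HRP/Amplex Red detect glutamate formed by hKGA from L-glutamine (1 mM solution added). Buffer 45 mM KH2PO4 pH 8.2, 0.02% Tween-20; reads at t0 and 30 min RT.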
Tb PGK inh = T. brucei PGK inhibition; P07378; PGK/GAPDH coupled, Kinase-Glo luminescence, 60 min; Potency, µM (top dose mostly 57.5 µM), without a hit: at the highest dose activity change, negative = inhibition, most hits filed as inhibitors; actives 0.043% (n = 380,000); AID 602233; note: potency is the fitted concentration of half-maximal effect; % is set by controls: 0 for no effect and ±100 for the full control effect; nearly all actives have a fitted effect of over 60% in size
Target sequence (P07378 whole entry, looked up): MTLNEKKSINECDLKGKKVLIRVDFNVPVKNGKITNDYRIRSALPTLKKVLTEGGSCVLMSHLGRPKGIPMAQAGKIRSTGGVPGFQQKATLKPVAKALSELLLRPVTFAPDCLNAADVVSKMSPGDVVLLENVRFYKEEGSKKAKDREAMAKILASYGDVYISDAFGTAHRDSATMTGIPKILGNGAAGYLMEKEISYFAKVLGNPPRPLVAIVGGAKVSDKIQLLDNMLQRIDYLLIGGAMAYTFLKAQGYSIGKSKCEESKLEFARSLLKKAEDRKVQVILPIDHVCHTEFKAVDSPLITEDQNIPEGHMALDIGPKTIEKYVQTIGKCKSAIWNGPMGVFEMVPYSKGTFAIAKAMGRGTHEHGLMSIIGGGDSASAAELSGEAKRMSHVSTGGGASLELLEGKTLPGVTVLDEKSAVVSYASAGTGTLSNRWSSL
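Recombinant glycosomal PGK reaction used 1,3-bisphosphoglycerate generated in-well by GAPDH (100nM final) in 100mM TEA pH 7.6, 5mM MgCl2, 0.01% Tween-20. After 60 minutes at room temperature, ATP was read by Kinase-Glo Plus luminescence end-point.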
Pin1 inh = blocks the human prolyl isomerase Pin1. AID 504891. Potency, µM (doses to about 115 µM), inactives show at the top dose activity, negative = inhibition, hits mostly inhibitors. Q13526. actives 0.009% (n = 390,000). Pin1 FP peptide displacement, HiFluor488, 10 min; active = well fitted inhibition curve with a large enough effect in the polarisation, with a control signal flat, not every such curve was filed as active; inconclusive = small, poorly fitted or top-dose-only effect, or effect the other way, or a change in a side signal; inactive = no such curve, though single readings can be large or run the other way; the % refers to the polarisation; note: potency is the fitted concentration of half-maximal effect; % is set by controls: 0 for no effect and ±100 for the full control effect
Target sequence (Q13526 whole entry, looked up): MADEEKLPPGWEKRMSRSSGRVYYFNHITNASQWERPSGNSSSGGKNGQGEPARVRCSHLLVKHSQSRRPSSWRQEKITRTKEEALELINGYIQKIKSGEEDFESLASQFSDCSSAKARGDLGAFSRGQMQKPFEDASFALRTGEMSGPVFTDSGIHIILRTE
HP1b chromo inh = inhibitors of HP1-beta chromodomain binding to methylated histone tails. actives 0.56% (n = 390,000). AlphaScreen HP1-beta / biotin-H3K9me3 peptide binding. AID 540317. Potency, µM (highest dose often 114 µM), without a hit: top-dose activity change, negative = inhibition, hits mostly inhibitors. P83916; note: potency is the fitted concentration of half-maximal effect; nearly all actives have a fitted effect of over 70% in size; inactives centre near 23
Target sequence (P83916 whole entry, looked up): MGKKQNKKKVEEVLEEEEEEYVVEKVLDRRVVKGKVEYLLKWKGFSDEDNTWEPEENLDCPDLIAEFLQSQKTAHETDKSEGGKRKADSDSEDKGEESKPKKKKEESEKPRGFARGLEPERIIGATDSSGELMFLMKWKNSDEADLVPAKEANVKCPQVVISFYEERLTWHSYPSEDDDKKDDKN
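HP1-beta protein (50 nM final) preincubated 30 min at room temperature with biotinylated H3(1-18)K9me3 peptide (50 nM) in PBS pH 7.4, 0.01% Tween-20, then compound added for 30 min. AlphaScreen streptavidin donor/nickel chelate acceptor beads (10 ug/mL final), 30 min dark, luminescence read.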
* = called active by the depositor; [ ] = remark or other dose. Unless noted, calls come from the whole dose curve; as a rule, active = well fitted curve in the direction sought with a large enough effect; inconclusive = small, poorly fitted or top-dose-only effect, or another doubt; inactive = no such curve, though single readings can be large; an effect the other way counts as inactive or inconclusive.

`CCC(C)NCCOCCOc1cc(C)c(Cl)c(C)c1` (stereo unspecified) gave BAZ2B block 79µM*, ERG Ets-DNA blk 13%, PI4K2A inh -1, JMJD2A Tudor 4µM*, G9a inh inconclusive, GLS inhibitor 3%, Tb PGK inh -4%, Pin1 inh -8% and HP1b chromo inh inconclusive.
`CCn1c(SCC(=O)NCc2ccc3c(c2)OCO3)nnc1-c1cccs1` gave BAZ2B block 11%, ERG Ets-DNA blk 1%, PI4K2A inh -1, JMJD2A Tudor -5%, G9a inh 9%[12.7 µM], GLS inhibitor -5%, Tb PGK inh inactive, Pin1 inh -6% and HP1b chromo inh 7%.
Screening Cc1ccc2nc(N3CCN(C(=O)c4ccc(F)cc4)CC3)c(C#N)cc2c1 returned BAZ2B block 43%[activator], ERG Ets-DNA blk -5%, PI4K2A inh -5, JMJD2A Tudor 44%[activator], GLS inhibitor 15%, Tb PGK inh 0%, Pin1 inh 12% and HP1b chromo inh 91%[activator].
`O=C(CSc1nnc(-c2cccs2)n1-c1ccccc1)N1CCOCC1` gave BAZ2B block 13%, ERG Ets-DNA blk -4%, PI4K2A inh 10, JMJD2A Tudor -8%, G9a inh 28%[59 µM], GLS inhibitor 0%, Tb PGK inh -8%, Pin1 inh 59%[activator] and HP1b chromo inh 46%[activator].
COc1cc(C(=O)NCC(c2ccco2)N2CCCC2)ccc1OCc1ccc(Cl)cc1Cl (stereo unspecified) was read as ERG Ets-DNA blk 15%, PI4K2A inh -4, JMJD2A Tudor inconclusive, GLS inhibitor 9%, Tb PGK inh -4%, Pin1 inh 9% and HP1b chromo inh 3%.
Screening CCc1nnc(NC(=O)CC23CC4CC(CC(C4)C2)C3)s1 returned BAZ2B block 9%, ERG Ets-DNA blk 7%, PI4K2A inh -2, JMJD2A Tudor -8%, G9a inh 7%, GLS inhibitor 5%, Tb PGK inh -7%, Pin1 inh 1% and HP1b chromo inh 32%.
`CC(Nc1c([N+](=O)[O-])c(=O)oc2ccccc12)c1ccccc1` (stereo unspecified) gave BAZ2B block inconclusive, ERG Ets-DNA blk -8%, PI4K2A inh 14, JMJD2A Tudor -15%, G9a inh -28%, GLS inhibitor -4%, Tb PGK inh -4%, Pin1 inh inconclusive and HP1b chromo inh 18%.
For Cc1ccc(C(=O)OCC(=O)N2CCC(Cc3ccccc3)CC2)cc1N the results were BAZ2B block -9%, ERG Ets-DNA blk 3%, PI4K2A inh 1, JMJD2A Tudor -16%, G9a inh 6%, GLS inhibitor 0%, Tb PGK inh 7%, Pin1 inh 0% and HP1b chromo inh 10%.
`CC(=O)N1CCN(c2ccc(NCc3ccc(F)cc3)cc2)CC1` gave BAZ2B block -35%, ERG Ets-DNA blk 3%, PI4K2A inh -9, JMJD2A Tudor inconclusive, G9a inh 7.9µM*, GLS inhibitor 19%, Tb PGK inh 5%, Pin1 inh 0% and HP1b chromo inh 6%.
N#Cc1ccc(CSc2ccc(S(=O)(=O)N3CCCC3)cn2)cc1 was read as BAZ2B block 5%, ERG Ets-DNA blk 1%, PI4K2A inh 1, JMJD2A Tudor 10%, G9a inh 3%[59 µM], GLS inhibitor -3%, Tb PGK inh -4%, Pin1 inh 16% and HP1b chromo inh 57%[activator].
`Cc1ccc(S(=O)(=O)NC(C(=O)OCC(=O)NC2CCS(=O)(=O)C2)C(C)C)cc1` (stereo unspecified) gave BAZ2B block 1%, ERG Ets-DNA blk 2%, PI4K2A inh 1, JMJD2A Tudor 4%, G9a inh 13%[12.7 µM], GLS inhibitor 0%, Tb PGK inh -8%, Pin1 inh 2% and HP1b chromo inh 26%.
Screening Cc1ccc(C(=O)Nc2ccc(C(=O)O)cc2NC(=O)c2ccc(C)cc2)cc1 returned BAZ2B block 5%[57.1 µM], ERG Ets-DNA blk -2%, PI4K2A inh 0, JMJD2A Tudor 5%, GLS inhibitor 9%, Tb PGK inh -3%, Pin1 inh -6% and HP1b chromo inh 36%.
CCOC(=O)c1sc(SCc2ccccc2)c2c1CC(C)(C)CC2=O was read as PI4K2A inh 1, JMJD2A Tudor 2%, GLS inhibitor 0%, Tb PGK inh 6%, Pin1 inh 5% and HP1b chromo inh 55%[activator].
`CCOC(=O)n1c(=O)oc2cc(S(=O)(=O)N3CCOCC3)ccc21` gave BAZ2B block 9%, ERG Ets-DNA blk 5%, PI4K2A inh 4, JMJD2A Tudor -11%, G9a inh 3%, GLS inhibitor 14%, Tb PGK inh 0%, Pin1 inh -1% and HP1b chromo inh 12%.
For O=C(NCC(=O)N(CCc1ccccc1)C(C(=O)NC1CCCCC1)c1ccncc1)c1ccco1 (stereo unspecified) the results were BAZ2B block 6%, ERG Ets-DNA blk 9%, PI4K2A inh 5, JMJD2A Tudor -9%, G9a inh 40µM*, GLS inhibitor 1%, Tb PGK inh inactive, Pin1 inh -6% and HP1b chromo inh 38%.
For COC(=O)c1ccc(COc2ccc(/C=N/O)cc2)o1 the results were BAZ2B block -2%, ERG Ets-DNA blk -10%, PI4K2A inh 10, JMJD2A Tudor 8%, G9a inh inconclusive, GLS inhibitor 20%, Tb PGK inh -8%, Pin1 inh 8% and HP1b chromo inh 36%.
Screening Cc1cccc(C)c1-n1ncc(C(=O)NCCCN2CCC(C)CC2)c1C1CCN(C(=O)OC(C)(C)C)CC1 returned BAZ2B block 8%[57.1 µM], ERG Ets-DNA blk 7%, PI4K2A inh -2, JMJD2A Tudor -5%, G9a inh 4%[59 µM], GLS inhibitor -15%, Tb PGK inh 2%, Pin1 inh -6% and HP1b chromo inh 14%.
Screening C(=N\NC1=Nc2cccc3cccc1c23)/c1cccnc1 returned BAZ2B block 40µM*, ERG Ets-DNA blk 28%, PI4K2A inh 0, JMJD2A Tudor inconclusive, G9a inh inconclusive, GLS inhibitor -1%, Tb PGK inh inactive, Pin1 inh inconclusive and HP1b chromo inh -31%.
CC(C)(C)NC(=O)Nc1ccccc1C(N)=O was read as BAZ2B block 13%, PI4K2A inh 0, JMJD2A Tudor -2%, G9a inh inconclusive, GLS inhibitor 1%, Tb PGK inh 4%, Pin1 inh 4% and HP1b chromo inh 14%.
CCC(Sc1ncccc1C(=O)Oc1ccccc1Cl)C(=O)Nc1ccccc1OC (stereo unspecified) was read as BAZ2B block -1%, ERG Ets-DNA blk -3%, PI4K2A inh -4, JMJD2A Tudor -15%, G9a inh 1%[59 µM], GLS inhibitor 2%, Tb PGK inh -7%, Pin1 inh 3% and HP1b chromo inh 44%[activator].

3 entries out of the list, arranged by molecular weight, lowest first.
Screening C(=N\NC1=Nc2cccc3cccc1c23)/c1cccnc1 returned BAZ2B block 40µM*, ERG Ets-DNA blk 28%, PI4K2A inh 0, JMJD2A Tudor inconclusive, G9a inh inconclusive, GLS inhibitor -1%, Tb PGK inh inactive, Pin1 inh inconclusive and HP1b chromo inh -31%.
For COC(=O)c1ccc(COc2ccc(/C=N/O)cc2)o1 the results were BAZ2B block -2%, ERG Ets-DNA blk -10%, PI4K2A inh 10, JMJD2A Tudor 8%, G9a inh inconclusive, GLS inhibitor 20%, Tb PGK inh -8%, Pin1 inh 8% and HP1b chromo inh 36%.
`CCOC(=O)n1c(=O)oc2cc(S(=O)(=O)N3CCOCC3)ccc21` gave BAZ2B block 9%, ERG Ets-DNA blk 5%, PI4K2A inh 4, JMJD2A Tudor -11%, G9a inh 3%, GLS inhibitor 14%, Tb PGK inh 0%, Pin1 inh -1% and HP1b chromo inh 12%.

Later entries.
CCN(C(=O)c1cc2c(C)nc3ccccc3c2o1)c1cc(Cl)ccc1OC was read as BAZ2B block inconclusive, ERG Ets-DNA blk -9%, PI4K2A inh 2, JMJD2A Tudor -34%, GLS inhibitor -16%, Tb PGK inh 6%, Pin1 inh -4% and HP1b chromo inh -7%.
Screening Cc1nn(-c2ccccc2)c(Cl)c1/C=N/NC(=O)c1cccc(S(=O)(=O)N2CCCC2)c1 returned BAZ2B block -30%, ERG Ets-DNA blk 8%, PI4K2A inh -3, JMJD2A Tudor -3%, G9a inh -7%[59 µM], GLS inhibitor 0%, Tb PGK inh -9%, Pin1 inh -5% and HP1b chromo inh 36%.
`CN(CC(=O)NCc1cccnc1)S(=O)(=O)c1ccc(F)cc1` gave BAZ2B block 1%, ERG Ets-DNA blk 2%, PI4K2A inh -1, JMJD2A Tudor -8%, G9a inh 25%, GLS inhibitor 16%, Tb PGK inh 5%, Pin1 inh 4% and HP1b chromo inh 7%.
For CCOC(=O)C1CCCCN1S(=O)(=O)c1ccc2c(c1)CC(C)N2C(=O)C1CCC1 (stereo unspecified) the results were BAZ2B block -10%, ERG Ets-DNA blk -3%, PI4K2A inh 4, JMJD2A Tudor 13%, G9a inh 5%, GLS inhibitor 9%, Tb PGK inh -2%, Pin1 inh -3% and HP1b chromo inh 19%[57 µM].
Screening Cc1oc2ccc(O)c(CN3CCOCC3)c2c1C(=O)Nc1ccccc1 returned BAZ2B block -14%, ERG Ets-DNA blk 4%, PI4K2A inh 0, JMJD2A Tudor -3%, G9a inh -2%[59 µM], GLS inhibitor -19%, Tb PGK inh -9%, Pin1 inh 15% and HP1b chromo inh 19%.
For COc1ccccc1-c1noc(-c2ccccc2C(=O)N2CCOCC2)n1 the results were BAZ2B block 5%, ERG Ets-DNA blk 1%, PI4K2A inh -9, JMJD2A Tudor -9%, G9a inh 3%, GLS inhibitor -1%, Tb PGK inh -7%, Pin1 inh -5% and HP1b chromo inh 40%.
